Tcruzi prolif = T. cruzi proliferation inhibition. T. cruzi beta-gal in NIH3T3, GalScreen luminescence, 90 h. AID 624255. inhibition, % at 8.34 µM. 77,000 tested, 5.9% active;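 active = mean inhibition above about 93%, with at least 55% of replicates each passing it, limit read from the data, passing the limit was not always enough; inconclusive = only one of those two conditions holds; inactive = neither condition holds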
C diff growth = C. difficile growth inhibition; Clostridium difficile clinical isolate growth, OD600, 24 h; hits give low values; growth activity, negative = inhibition, % at 16 µg/mL (by protocol); 86,000 tested, 0.25% active;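 active = mean growth activity at or below -80% and every replicate also at or below -80%; inconclusive = mean at or below -80% but some replicate above -80%; inactive = mean growth activity above -80%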;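 also: 0% = DMSO wells and -100% = levofloxacin 16 µg/mL wells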
Pf Dd2 growth = P. falciparum Dd2 growth inhibition; 94,000 tested, 2.3% active; SYBR Green, 72 h; hits give low values; activity change, % at 10 µM; in the data active = activity change below about -80%; inconclusive = no clear call, values can overlap the other calls
KDM4C inh = KDM4C (human) demethylase inhibition. Q9H3R0. GST-KDM4C 2-372, H3K9me3 peptide, LANCE TR-FRET. inhibition, % at 12.5 µM. 96,000 tested, 0.15% active. AID 720574;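 active = mean replicate inhibition above about 25%, with at least 55% of replicates also reaching it, limit read from the data, passing the limit was not always enough; inconclusive = only one of those two conditions met; inactive = neither condition met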
Target sequence (Q9H3R0 2-372 limits assumed): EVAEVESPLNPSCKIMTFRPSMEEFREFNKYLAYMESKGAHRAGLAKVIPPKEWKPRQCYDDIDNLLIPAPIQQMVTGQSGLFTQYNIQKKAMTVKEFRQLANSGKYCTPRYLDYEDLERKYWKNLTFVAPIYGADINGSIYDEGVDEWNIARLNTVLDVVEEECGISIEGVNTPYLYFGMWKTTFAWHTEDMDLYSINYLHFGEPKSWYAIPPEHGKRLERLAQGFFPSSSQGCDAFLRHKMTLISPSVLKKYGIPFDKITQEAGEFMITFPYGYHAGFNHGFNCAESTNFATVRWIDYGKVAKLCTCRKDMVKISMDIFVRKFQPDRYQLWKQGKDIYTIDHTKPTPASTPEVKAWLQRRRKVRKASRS
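Test system – GST-tagged GASC-1 (JMJD2C) catalytic fragment, aa 2-372 · Medium – HEPES buffer, pH 7.5, plus ascorbate · Reagent – H3K9me3 peptide with Fe(II)/2OG · Compound – one test concentration per compound · Timing – 30 min reaction, 60 min detection, RT · Technique – TR-FRET with Eu antibody and ULight streptavidin, EDTA stop · Read-out basis – inhibition from TR-FRET ratio decrease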
Numbers without * were called inactive; ? = inconclusive; . = no result given; & = joins results of further samples.

SMILES	Tcruzi prolif	C diff growth	Pf Dd2 growth	KDM4C inh
C[C@H](CO)N1C[C@H](C)[C@H](CN(C)C(=O)c2ccccn2)Oc2ncc(-c3ccccc3F)cc2C1=O	14.8	-3.2	36.6	0.3
COCC#Cc1cnc2c(c1)C(=O)N([C@@H](C)CO)C[C@@H](C)[C@@H](CN(C)C(C)=O)O2	3.2	-1.5	16.9	-0.3
O=C(Nc1cccc(F)c1)N1C[C@H]2[C@@H](c3ccccc31)[C@H](CO)N2C(=O)c1cccnc1	9.4	4.7	-6.4	-1.5
C[C@@H]1CN([C@@H](C)CO)C(=O)Cc2cc(NC(=O)CCN3CCOCC3)ccc2O[C@@H]1CN(C)CC1CCCCC1	13.3	-7.4	17.0	-0.3
O=C(CC1CC1)N1CC(=O)N2[C@H](C1)[C@H](c1ccc(C#Cc3ccccc3)cc1)[C@@H]2CO	.	-15.5	-38.2	-0.5
CC(=O)N1[C@@H]2CN(S(=O)(=O)c3cccc(C)c3)c3ccccc3[C@@H]2[C@@H]1CO	-17.4	-7.0	1.3	-0.5
CN1C(=O)c2cc(NS(=O)(=O)c3ccc(Cl)cc3)ccc2OC[C@H]2O[C@@H](CC(=O)N3CCc4ccccc4C3)CC[C@H]21	49.1	-2.5	-56.4	-0.3
CO[C@@H]1CN(C)C(=O)c2cc(NC(C)=O)ccc2OC[C@@H](C)N(Cc2nccs2)C[C@H]1C	-69.4	-1.3	6.9	1.5
O=C(C1CCC1)N1C[C@@H]2[C@H](c3ccccc31)[C@H](CO)N2C(=O)c1ccccc1	11.8	-8.3	9.6	2.3
C[C@@H]1CN([C@H](C)CO)C(=O)c2cc(-c3ccc(C#N)cc3)cnc2O[C@H]1CN(C)C(=O)c1cccnc1	.	-1.3	6.5	5.1
O=C(Cc1ccncc1)NCC[C@@H]1CC[C@@H](NC(=O)Nc2ccc(Cl)cc2)[C@H](CO)O1	-23.5	-4.4	-25.5	-0.1
COc1ccc(CN(C)C[C@@H]2Oc3ccc(NC(=O)NC(C)C)cc3CC(=O)N([C@H](C)CO)C[C@@H]2C)cc1	.	13.1&0.8	-12.7	-0.5
CCCN(C)C[C@H]1Oc2cc(C#Cc3cccnc3)ccc2S(=O)(=O)N([C@@H](C)CO)C[C@H]1C	14.9	-7.6	-84.4*	-0.9
CC(C)NC(=O)Nc1ccc2c(c1)C(=O)N([C@H](C)CO)C[C@H](C)[C@@H](CN(C)CC1CC1)OCCCC[C@@H](C)O2	54.6	-2.6	-45.8	-0.5
COc1ccccc1CNC(=O)C[C@H]1C[C@H]2c3cc(N(C)C)ccc3O[C@H]2[C@@H](CO)O1	47.7	-4.3	-8.8	12.9
O=C(Cc1ccncc1)NCC[C@H]1CC[C@@H](NC(=O)C2CCCC2)[C@H](CO)O1	.	-3.0	5.6	0.4
CC(C)NC(=O)N(C)C[C@H]1Oc2ccc(NC(=O)Nc3cccc4ccccc34)cc2C(=O)N([C@H](C)CO)C[C@H]1C	15.7	-11.5	29.3	-1.1
COc1ccc(NC(=O)Nc2ccc3c(c2)C(=O)N([C@@H](C)CO)C[C@@H](C)[C@H](CN(C)S(=O)(=O)c2cccs2)OCCCC[C@@H](C)O3)cc1	69.6	5.1	-51.2	-1.9
Cc1noc(C)c1NC(=O)N(C)C[C@H]1Oc2c(NC(=O)CCCCCC(=O)Nc3ccccc3N)cccc2C(=O)N([C@@H](C)CO)C[C@H]1C	.	2.0	-85.8*	0.1
CCCNC(=O)Nc1ccc2c(c1)OC[C@@H](C)N(C(=O)C1CCOCC1)C[C@H](C)[C@H](OC)CN(C)C2=O	.	0.7	30.3	2.4
C[C@H](CO)N1C[C@H](C)[C@H](CN(C)C(=O)c2ccccn2)Oc2ncc(-c3cccc(C#N)c3)cc2C1=O	14.5	.	13.3	4.3
C/C=C/c1ccc2c(c1)O[C@H](CN(C)Cc1cccc(F)c1)[C@H](C)CN([C@@H](C)CO)S2(=O)=O	.	-7.0	8.0	1.2
CNC[C@H]1OCCCC[C@@H](C)Oc2ccc(N)cc2C(=O)N([C@@H](C)CO)C[C@H]1C	39.7	-1.4	-21.9	0.3
CN(C)C(=O)c1cccc(-c2ccc3c(c2)[C@@H]2[C@@H](CCN2S(=O)(=O)c2cn(C)cn2)[C@@H](CO)N3)c1	?	-7.8	15.5	-0.2
CCCNC(=O)[C@@H]1[C@@H](CO)[C@@H]2Cn3c(ccc(-c4ccccc4F)c3=O)[C@@H]2N1C(C)=O	.	-2.2	13.9	-0.6
C[C@@H]1CN([C@H](C)CO)C(=O)c2cc(C3=CCCCC3)cnc2O[C@@H]1CN(C)CC1CCOCC1	-51.4	30.9	9.2	0.2
Cc1noc(C)c1NC(=O)Nc1ccc2c(c1)CC(=O)N([C@@H](C)CO)C[C@@H](C)[C@@H](CN(C)S(C)(=O)=O)O2	18.2	0.2	13.9	-1.5
C[C@H](CO)N1C[C@H](C)[C@@H](CN(C)C(=O)Nc2cccc(Oc3ccccn3)c2)OCc2cnnn2CCCC1=O	0.5&-8.1	-4.5&-3.4	-6.9&-24.2	-1.6
CC(C)NC(=O)N1[C@H](CO)[C@@H]2c3ccccc3N(C(=O)c3ccc(F)cc3)C[C@@H]21	1.6	-5.9	13.3	0.6
C[C@H](CO)N1C[C@H](C)[C@@H](CN(C)C(=O)CN(C)C)Oc2cc(C#Cc3cccnc3)ccc2S1(=O)=O	18.2	6.1	-48.8	-3.0
C[C@@H]1CN([C@H](C)CO)C(=O)c2cc(NS(=O)(=O)c3cccs3)ccc2O[C@H]1CN(C)S(=O)(=O)c1ccc(F)cc1	45.4	-6.6	-0.4	-3.6
COc1ccccc1S(=O)(=O)N[C@H]1C=C[C@@H](CC(=O)NCc2cccc(F)c2)O[C@@H]1CO	-13.8	0.4	14.3	-1.1
N#C[C@@H]1[C@@H](c2ccc(-c3ccccc3F)cc2)[C@H](CO)N1C(=O)C1CCOCC1	19.8	7.9	11.8	-2.9
CCNC(=O)C[C@H]1CC[C@H]2[C@@H](COc3ccc(NC(=O)Nc4cccc(C#N)c4)cc3C(=O)N2C)O1	8.4	-2.2	-9.6	-2.0
COc1ccc(NC(=O)N(C)C[C@@H]2Oc3ccc(NC(=O)C4CCCCC4)cc3CC(=O)N([C@@H](C)CO)C[C@@H]2C)cc1	1.4	-1.6	22.1	-0.6
COCC(=O)N1CC(=O)N2[C@H](CO)[C@@H](c3ccc(-c4ccccc4F)cc3)[C@H]2C1	.	-12.6	-24.1	0.1
COc1ccc(S(=O)(=O)N(C)C[C@@H]2Oc3ccc(NC(=O)Nc4ccccc4)cc3C(=O)N([C@H](C)CO)C[C@@H]2C)cc1	5.8	-3.1	13.6	-2.3
CC(C)NC(=O)N1CC(=O)N2[C@@H](CO)[C@H](c3ccc(/C=C/c4ccccc4)cc3)[C@@H]2C1	.	-1.8	-10.2	-0.5
CS(=O)(=O)Nc1ccc2c(c1)[C@H]1C[C@@H](CC(=O)NCc3cccc(F)c3)O[C@@H](CO)[C@H]1O2	.	-0.9	21.3	-0.7
COc1ccc(NC(=O)Nc2ccc3c(c2)CC(=O)N([C@H](C)CO)C[C@H](C)[C@@H](CN(C)C(=O)Nc2cccc4ccccc24)O3)cc1	42.5	-5.7	-16.0	-1.4

Reformatted with values under each structure: four of the compounds above.
Under each structure – Tcruzi prolif, C diff growth, Pf Dd2 growth, KDM4C inh
- COc1ccccc1S(=O)(=O)N[C@H]1C=C[C@@H](CC(=O)NCc2cccc(F)c2)O[C@@H]1CO
 : -13.8, 0.4, 14.3, -1.1
- N#C[C@@H]1[C@@H](c2ccc(-c3ccccc3F)cc2)[C@H](CO)N1C(=O)C1CCOCC1
 : 19.8, 7.9, 11.8, -2.9
- CCNC(=O)C[C@H]1CC[C@H]2[C@@H](COc3ccc(NC(=O)Nc4cccc(C#N)c4)cc3C(=O)N2C)O1
 : 8.4, -2.2, -9.6, -2.0
- COc1ccc(NC(=O)N(C)C[C@@H]2Oc3ccc(NC(=O)C4CCCCC4)cc3CC(=O)N([C@@H](C)CO)C[C@@H]2C)cc1
 : 1.4, -1.6, 22.1, -0.6

Other results follow:
SMILES	Tcruzi prolif	C diff growth	Pf Dd2 growth	KDM4C inh
O=C(C[C@@H]1C[C@H]2c3cc(NC(=O)Nc4ccc(C(F)(F)F)cc4)ccc3O[C@H]2[C@H](CO)O1)NCC1CC1	.	-10.1	-29.2	1.3
C[C@@H]1CN([C@H](C)CO)S(=O)(=O)c2ccc(C#CC3CC3)cc2O[C@@H]1CN(C)C(=O)c1ccccn1	-16.6	-4.2	-21.8	6.4
C[C@@H]1CN([C@H](C)CO)C(=O)c2ccccc2-c2ccccc2CO[C@H]1CN(C)C(=O)Nc1cccc(Cl)c1Cl	.	-6.7	-93.7*	.
O=C(C[C@H]1C=C[C@@H](NC(=O)c2ccccc2)[C@@H](CO)O1)NCCc1ccncc1	-63.3	0.5	15.2	-1.1
C[C@H](CO)N1C[C@H](C)[C@H](CN(C)C(=O)[C@H](Cc2ccccc2)N(C)C)OCc2ccccc2-c2ccccc2C1=O	-35.8	-6.2	-23.0	0.3
C[C@H](CO)N1C[C@H](C)[C@H](CN(C)C(=O)Nc2cccc3ccccc23)Oc2ccc(NC(=O)Cc3cn(C)c4ccccc34)cc2CC1=O	43.4	-4.4	-84.9*	-0.9
Cc1cc(C(=O)Nc2cccc3c2O[C@@H](CN(C)C(=O)Nc2ccccc2)[C@@H](C)CN([C@@H](C)CO)C3=O)n(C)n1	12.1	-0.2	0.1	-1.7
C[C@H]1CCCCO[C@@H](CN(C)S(=O)(=O)c2cccs2)[C@@H](C)CN([C@@H](C)CO)C(=O)c2cc(NS(=O)(=O)c3cn(C)cn3)ccc2O1	.	-0.5	-0.1	-0.7
Cc1ccc(S(=O)(=O)N2C[C@H](O)COC[C@@H]3O[C@@H](CC(=O)NCCN4CCCCC4)CC[C@H]32)cc1	6.2	.	-2.2	-0.2
C[C@@H]1CN([C@H](C)CO)C(=O)c2cc(C3=CCCCC3)cnc2O[C@H]1CN(C)Cc1ccccc1C(=O)O	-43.8	1.5	0.3	1.0
COc1ccc(S(=O)(=O)Nc2ccc3c(c2)C(=O)N([C@H](C)CO)C[C@H](C)[C@H](CN(C)CC2CC2)OCCCC[C@H](C)O3)cc1	36.4	2.9	-66.0	0.8
O=C(C[C@@H]1C=C[C@@H](NC(=O)c2ccncc2)[C@H](CO)O1)Nc1ccccc1	.	-2.3	34.9	-0.2
C[C@H](NC(=O)C[C@H]1CC[C@@H]2[C@H](COC[C@H](O)CN2Cc2ccc(C(F)(F)F)cc2)O1)c1ccccc1	9.1	47.5&4.7	4.4	-2.3
Cc1cc(C)cc(NC(=O)Nc2ccc3c(c2)C(=O)N(C)[C@@H]2CC[C@H](CC(=O)O)O[C@H]2CO3)c1	11.0	-1.0	11.8	2.8
CO[C@@H]1CN(C)C(=O)c2cc(NC(=O)C3CCC3)ccc2OC[C@H](C)N(Cc2cccnc2)C[C@H]1C	75.0	.	17.4	-1.4
O=C1CN(S(=O)(=O)Cc2ccccc2)C[C@@H]2[C@H](c3ccc(C#CC4CC4)cc3)[C@H](CO)N12	.	0.5	16.5	1.2
C[C@@H]1CN([C@H](C)CO)C(=O)c2cc(N(C)C)ccc2O[C@@H]1CN(C)C(=O)Nc1ccccc1	.	-4.8	15.7	21.2
C[C@H]1CN([C@@H](C)CO)C(=O)c2cc(NC(=O)Nc3ccc4c(c3)OCO4)ccc2O[C@H]1CN(C)Cc1ccc2c(c1)OCO2	41.7	4.3	0.5	0.3
O=C(Nc1ccccc1F)N1CC(=O)N2[C@H](CO)[C@H](c3ccc(C#Cc4ccc(F)cc4)cc3)[C@@H]2C1	.	9.5	-43.5	-0.7
COc1ccccc1-c1ccc2c(c1)O[C@@H](CN(C)C(C)=O)[C@@H](C)CN([C@@H](C)CO)S2(=O)=O	.	0.3	0.1	1.5
C/C=C/c1ccc2c(c1)O[C@@H](CN(C)C(=O)Cc1ccccn1)[C@@H](C)CN([C@H](C)CO)S2(=O)=O	0.1	-0.1	-4.8	3.7
CCNC(=O)C[C@@H]1CC[C@H]2[C@H](COc3ccc(NC(=O)c4ccc(C(F)(F)F)cc4)cc3C(=O)N2C)O1	32.1	9.1	-4.3	2.1
O=C(Nc1ccc(F)cc1)N[C@H]1C=C[C@H](CC(=O)N2CCOCC2)O[C@H]1CO	-89.4	.	-12.8	-1.0
COc1ccc(S(=O)(=O)Nc2cccc3c2O[C@H](CN(C)C(=O)NC(C)C)[C@H](C)CN([C@H](C)CO)C3=O)cc1	77.9	-1.1	9.4	-1.2
O=C(Cc1ccccc1)N1CC(=O)N2[C@H](CO)[C@H](c3ccc(C#Cc4ccccc4)cc3)[C@H]2C1	.	-5.7	-84.0*	0.0
C[C@H](O)C#Cc1cnc2c(c1)C(=O)N([C@@H](C)CO)C[C@@H](C)[C@@H](CN(C)C(=O)Cc1ccncc1)O2	.	-3.8	-95.2*	-0.5
C[C@H](CO)N1C[C@H](C)[C@@H](CN(C)C(=O)c2ccccc2)Oc2cc(C#CC3(O)CCCC3)ccc2S1(=O)=O	39.1	-9.3	-55.1	-1.7
Cc1noc(C)c1S(=O)(=O)N(C)C[C@@H]1Oc2ccc(NC(=O)CCN3CCOCC3)cc2CC(=O)N([C@@H](C)CO)C[C@@H]1C	.	-7.7	28.2	1.0

From PubChem
